# Bioassay records as filed in PubChem.
# UGM FP inh: inhibitors of M. tuberculosis UDP-galactopyranose mutase; P9WIQ1; purified UGM, fluorescence polarization probe displacement; inhibition, % at 10 µM; 320,000 compounds, 0.06% hits; AID 504406; in the data active = inhibition above about 10%, passing the limit was not always enough
# TcdB GH inh: inhibitors of Clostridioides difficile toxin B glycohydrolase. P18177. inhibition, % at 9.99 µM. 350,000 compounds, 0.24% hits. TcdB glycohydrolase enzymatic assay, plate reader; in the data active = inhibition above about 10%
# An asterisk follows results filed as active; · = not tested or not shown. Only part of the results is shown, so the mix of outcomes need not match the whole.
SMILES,UGM FP inh,TcdB GH inh
CC(Oc1c(Cl)cccc1Cl)C1=NCCN1 (stereo not drawn),-1.6,·
COc1cncc(C#Cc2ccccn2)c1,·,-1.2
